LANA DNA inh – blocks KSHV LANA C-terminal domain binding to DNA. actives 0.078% (n = 340,000). MBP-C-LANA/FAM-LBS DNA binding, fluorescence polarization. inhibition, % at 9 µM. AID 504423;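 active = highest replicate inhibition at or above 60% at 9 µM, even if other replicates fall short; inactive = all replicates below 60% inhibition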;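 also: 0% = neutral control wells and 100% = 4 µM acridine orange control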
Wnt bcat act – activators of Wnt/beta-catenin signaling | Wnt/beta-catenin reporter cell assay, activator, plate reader | activation, % at 9.35 µM | actives 1.2% (n = 300,000) | AID 743398; in the data active = activation above about 30%, passing the limit was not always enough;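 also: 0% = neutral control wells and 100% = positive control wells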
DSG3 Ab inh – inhibitors of pemphigus antibody binding to human desmoglein-3; DSG3-coupled beads, scFv-anti-DSG3-GFP binding, flow cytometry; stronger effect = lower value; binding (percent of control), % at 10 µM; actives 0.48% (n = 310,000);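 active = binding more than 3 SD below its plate's average and above zero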;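 also: hits lower antibody fragment binding to DSG3; some compounds called inactive have numbers as strong as hits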
Target sequence (P32926 whole entry, looked up, the tested form may be a part): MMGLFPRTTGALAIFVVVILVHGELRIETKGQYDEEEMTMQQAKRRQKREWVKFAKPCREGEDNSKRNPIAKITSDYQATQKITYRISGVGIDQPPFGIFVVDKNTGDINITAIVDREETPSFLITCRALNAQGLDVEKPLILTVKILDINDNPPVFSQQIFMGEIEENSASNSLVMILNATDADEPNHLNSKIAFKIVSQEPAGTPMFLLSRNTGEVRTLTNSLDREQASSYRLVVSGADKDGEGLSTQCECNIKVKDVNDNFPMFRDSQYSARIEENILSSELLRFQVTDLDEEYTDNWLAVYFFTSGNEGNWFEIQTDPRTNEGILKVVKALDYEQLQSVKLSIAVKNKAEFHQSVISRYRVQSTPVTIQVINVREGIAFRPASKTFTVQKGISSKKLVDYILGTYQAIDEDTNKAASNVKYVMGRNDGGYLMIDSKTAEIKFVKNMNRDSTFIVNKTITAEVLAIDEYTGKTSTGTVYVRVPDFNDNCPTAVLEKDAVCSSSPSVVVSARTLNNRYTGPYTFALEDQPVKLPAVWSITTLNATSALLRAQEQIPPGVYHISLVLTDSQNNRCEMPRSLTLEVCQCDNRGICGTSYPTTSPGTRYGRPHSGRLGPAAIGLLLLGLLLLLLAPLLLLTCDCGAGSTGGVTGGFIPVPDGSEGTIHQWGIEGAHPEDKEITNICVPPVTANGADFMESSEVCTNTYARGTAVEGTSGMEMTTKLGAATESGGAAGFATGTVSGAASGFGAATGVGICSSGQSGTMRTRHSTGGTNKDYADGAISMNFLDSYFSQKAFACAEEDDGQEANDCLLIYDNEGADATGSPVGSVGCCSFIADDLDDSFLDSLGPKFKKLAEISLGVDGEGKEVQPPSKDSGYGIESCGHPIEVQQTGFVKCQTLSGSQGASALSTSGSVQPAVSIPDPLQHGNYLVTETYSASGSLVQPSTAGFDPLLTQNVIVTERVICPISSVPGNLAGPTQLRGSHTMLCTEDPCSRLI
Keap1 Nrf2 FP – disrupts human Keap1 binding to Nrf2 peptide; Q14145; Keap1 Kelch-Nrf2 peptide fluorescence polarization, 1536-well; inhibition, % at 9.4 µM; actives 0.15% (n = 340,000); AID 504523; in the data active = inhibition above about 12%;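 also: human Keap1 Kelch domain with fluorescein labeled Nrf2 9mer peptide probe; 0% = neutral control wells and 100% = peptide positive control; higher means more block of Keap1 binding to Nrf2 peptide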
MOR-DOR ag – agonists of human mu-delta opioid receptor heterodimerization. cells, OPRM1-OPRD1 heterodimerization, luminescence. actives 0.3% (n = 340,000). activation, % at 9.3 µM. AID 504326; in the data active = activation above about 18%;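 also: 0% = vehicle-treated cells and 100% = reference agonist; values of inactives mirror those of a sister screen read the other way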
Arrestin-AP2 inh – human beta-arrestin and AP2 interaction inhibition; FITC-arrestin peptide / GST-AP2 beads, flow cytometry; AP2 beta2 appendage carries R879A mutation; actives 0.31% (n = 340,000); inhibition, % at 10 µM;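 active = inhibition above a set limit, near 3 SD of compounds lacking own fluorescence, cut at about 54% in these data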;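 also: plate controls were DMSO wells for no effect and 5 µM unlabelled arrestin peptide for full effect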
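Test system: GST-tagged AP2 beta2-adaptin appendage (R879A) on 4 µm glutathione beads; also added: fluorescein-tagged arrestin peptide at 50 nM final; timing: 12 min plus 1 h, RT; signal: flow cytometry, FL1 (488/535 nm); read-out: percent drop in bead-associated FITC signal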
cardiac RTF act – cardiac RTF calcium sensitization | activation, % at 7.2 µM | P19429+P45379 | IANBD-labeled TnC RTF fluorescence at EC20 calcium; 0% EC20 calcium, 100% full calcium | actives 0.24% (n = 340,000);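 active = activation above the mean over all tested compounds plus 3 SD, cut at about 30% in these data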;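 also: rise in fluorescence read as greater calcium sensitivity of cardiac thin filaments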
MOR-DOR inv ag – inverse agonists of human mu-delta opioid receptor heterodimerization; cell-based MOR-DOR heterodimer luminescence, inverse agonism; inhibition, % at 9.3 µM; actives 0.21% (n = 340,000); in the data active = inhibition above about 22%, passing the limit was not always enough;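 also: 0% = cells with DMSO and 100% = wells without cells with DMSO; values of inactives mirror those of a sister screen read the other way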
RTF Ca sens inh – cardiac RTF calcium desensitization; P19429+P45379; IANBD-labeled cardiac RTF, Ca2+ fluorescence; inhibition, % at 7.15 µM; actives 0.12% (n = 340,000); AID 493244;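 active = inhibition above the mean inhibition of all tested compounds plus 3 SD, cut at about 17% in these data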;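 also: assay run at fixed EC70 calcium of 1.6 mM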
V-ATPase pHluor – yeast V-ATPase proton transport regulation by pHLuorin. S. cerevisiae, pHLuorin cytosolic pH fluorescence. response, % at 10 µM. actives 0.37% (n = 350,000); in the data active = response mostly above about 7.3%, no sharp cut-off; inactive = mostly below about 5.4%; also: actives read high; inactives centre near 0; some compounds called inactive have numbers as strong as hits; reference of the scale not given here
* hit, by the source's call; x = not tested or not shown.

Molecule	RTF Ca sens inh	Arrestin-AP2 inh	cardiac RTF act	LANA DNA inh	Wnt bcat act	Keap1 Nrf2 FP	DSG3 Ab inh	MOR-DOR ag	V-ATPase pHluor	MOR-DOR inv ag
O=C1Cc2cc(S(=O)(=O)NCc3ccc(F)cc3)ccc2N1	-8	11	-2	1.0	-4	-5	92	1.7	-1	-8
Cc1ccc(-c2c[n+](CC(=O)Nc3nc(-c4ccc(F)cc4)cs3)c3n2CCC3)cc1	1	-2	-3	-0.4	-1	4	107	-0.9	-4	4
O=C(NC1c2ccccc2-c2ccccc21)c1ccco1	-7	5	1	-2.6	-1	0	99	-2.0	-5	12
COc1ccc(-c2coc3cc4oc(=O)c(CC(=O)O)c(C)c4cc23)cc1	-10	0	0	-0.8	0	-1	100	-0.8	6	4
COc1ccc(N2CCN(C(=O)CNC(=O)Cc3ccc(Cl)cc3)CC2)cc1	1	-3	5	-2.2	4	-4	x	-2.0	-1	10
CC(C)=N/N=c1\scc(C)n1Cc1ccco1	-2	2	4	-0.1	-1	1	106	-2.3	-5	12
CC(C)c1nc(SCC(=O)N2CCCC2)c2ccccc2n1	-7	-5	4	1.1	-9	-3	97	-3.5	-2	19
C/C(=N\NC(=O)c1c(-c2ccccc2Cl)noc1C)c1cccc(NC(=O)C(C)C)c1	-4	5	0	0.7	-3	-5	101	-1.2	0	6
Cc1ccc(-n2c(SCC(=O)Nc3ncc(Cl)cc3Cl)nc3ccccc32)cc1	3	5	10	0.8	-1	-1	94	1.7	0	-10
CCCCn1c(N)c(N(CCOC)C(=O)c2ccc(S(=O)(=O)N3CCCCCC3)cc2)c(=O)[nH]c1=O	-2	17	0	-1.7	-1	-2	102	-1.4	3	7
Cc1ccc2oc(=O)cc(/C=C/c3ccccc3)c2c1	-24	1	-4	-1.0	-8	-3	109	7.5	0	-40
CCOc1cc(C(=O)Nc2cccc(C(C)=O)c2)ccc1OCC(=O)N1CCCCC1	8	37	1	-0.9	1	-2	99	-1.2	1	6
CCn1c(=O)c([N+](=O)[O-])c(NCCc2ccccc2)c2ccccc21	-12	1	0	0.2	x	-4	117	1.2	8.5*	-6
CC(=O)c1cccc(OCC(=O)N(C)CC(=O)NCc2ccco2)c1	0	11	0	33	-5	-12	53	-3.5	0	14
CC1(C)CC(=O)C2=C(C1)OC(/N=C/N1CCCC1)=C(C#N)C2c1ccccc1 (centres undefined)	-1	16	-1	-0.1	0	0	103	-3.4	-1	18
COc1ccc(N2CCN(C(=O)CCCn3c(=O)c4cccn4c4cccnc43)CC2)cc1	1	16	-5	1.2	-2	1	x	-2.9	-4	14
COC(=O)c1ccc(OCCCCN(C)Cc2ccccc2)cc1	-10	4	10	0.8	0	-3	121	2.8	-1	-15
Cc1ccc(SCCC(=O)NC(C(C)C)C(C)C)cc1	-11	2	-2	0.2	-3	1	101	-1.4	-1	10
Cc1ccc(N2C(=S)SC3CS(=O)(=O)CC32)cc1 (centres undefined)	-15	-5	-2	0.1	-1	0	95	-3.0	1	14
Cc1cc(C)c(C#N)c(SCC(=O)CC(=O)OC(C)C)n1	-7	-1	6	-1.0	x	-2	103	-0.4	-4	2
CC1C2C(C)N(C)C(=O)N(C)C2N(C)C(=O)N1C (centres undefined)	-5	-2	8	14	x	4	x	-3.2	-4	16
CC1CCN(C(=O)CCc2nnc3ccc(NCc4ccco4)nn23)CC1	-3	30	-1	0.6	-1	-2	x	-1.4	0	7
CCCC(C(=O)c1ccccc1)n1cncn1 (centres undefined)	-4	-13	1	-1.4	x	-6	105	-2.1	-2	12
CCN(CC)CCn1c2c(c(SCC(=O)Nc3ccc(C(C)C)cc3)nc1=O)CCC2	-5	-1	-4	-0.1	-3	-2	96	-0.8	-2	5
Cc1ccc(-c2csc(NC(=O)C3CC(=O)N(Cc4ccco4)C3)n2)cc1 (centres undefined)	0	-23	0	x	-1	x	118	-0.6	3	3
Clc1cnc(N/N=C/c2cccs2)c(Cl)c1	-5	-33	2	0.4	x	-5	94	-1.7	1	10
CCOC(=O)N1CCN(C(=O)c2cn(C)c3ccc(S(=O)(=O)N4CCC(C)CC4)cc3c2=O)CC1	-2	8	-1	0.3	-1	0	104	-0.3	2	2
CCC1CCCCN1C(=S)NC(=O)c1cccc([N+](=O)[O-])c1 (centres undefined)	5	-8	-2	0.7	0	1	101	-2.5	3	17
COc1ccc(/C=C(/NC(=O)c2ccccc2)C(=O)N2CCCCC2)cc1OC	-7	-5	-5	-0.7	-2	3	123	-1.5	4	7
Cc1ccc(-c2nnc(SCC(=O)N(C)C)nc2-c2ccc(C)cc2)cc1	13	-3	-5	-1.0	-1	-1	x	-1.3	3	8
O=C(NC(=S)Nc1ccc(N2CCCCC2)cc1)c1cccs1	-7	4	-3	-1.1	25	2	107	2.5	5	-13
COc1ccc(CSCC(=O)Nc2ccccc2)cc1[N+](=O)[O-]	-2	-10	-1	0.8	-3	-4	119	-2.5	-2	12
CN(C(=O)CSc1nc(-c2cccs2)nc2ccccc12)C1CCS(=O)(=O)C1 (centres undefined)	-15	3	6	0.9	-2	-2	114	-3.3	2	17
Cc1c(C=O)c2ccccn2c1C(=O)c1ccccc1	-8	-4	-4	0.5	-1	4	97	-1.1	0	6
O=C(O)CSc1cccc[n+]1[O-]	-12	9	-1	-0.1	x	3	100	-0.7	5	3
Cc1cccc(-n2c(CNC(=O)c3ccc(S(=O)(=O)N(C)C)cc3)nnc2SCC(=O)Nc2ccc(F)cc2)c1	-9	4	-6	1.1	-2	0	93	-2.4	4	12
COC(=O)CSc1nnc([C@H](CC(C)C)NC(=O)OC(C)(C)C)o1	-6	4	3	-0.6	-1	1	97	-2.8	1	14
COc1ccc([C@@H]2[C@@H]3C(=O)N(C(C)(C)C)C(=O)[C@@H]3[C@]3(Cc4ccc(Cl)cc4)C(=O)N(c4cccc(F)c4)C(=O)N23)cc1	-2	-6	3	3.6	5	-3	107	0.0	-1	0
Cc1ccc(-c2cc(C(=O)O)n[nH]2)s1	-2	-16	1	0.0	-15	5	101	-2.8	-1	16
O=C(N/N=C/c1ccc(O)cc1)c1ccc(COc2cc(Cl)ccc2Cl)o1	-4	3	3	-0.8	x	-3	100	7.0	0	-40
Cc1cc(NC(=O)CCCSc2nc(-c3ccco3)cc(C(F)(F)F)n2)no1	-3	35	-1	0.4	x	2	86	2.8	-2	-13
Cc1ccc(C(=O)N2CCCC(N3CCN(c4cccc(C(F)(F)F)c4)CC3)C2)s1 (centres undefined)	0	-3	3	-0.2	-1	-1	101	5.0	2	-26
CC1=NNC(=O)C1CCC(=O)N/N=C(\C)c1ccc(Cl)cc1 (centres undefined)	-7	-2	3	0.9	5	-2	88	-2.2	6	11
CCCOC(=O)c1ccc(NC(=O)c2nc3nc(C)cc(C)n3n2)cc1	-6	-26	1	x	-1	x	114	0.2	0	-1
CCCn1c(=O)c(C(=O)NC(C)c2ccccc2)c(O)c2ccccc21 (centres undefined)	5	5	4	0.1	-5	-2	122	-0.3	-2	2
CCOC(=O)C1=C(COC(=O)c2cc(S(=O)(=O)N3CCOCC3)ccc2F)NC(=O)NC1C (centres undefined)	-8	25	-5	0.0	-1	0	104	-0.1	-2	0
COCCCNC(=O)c1ccc2c(c1)ncn2-c1ccc(C)cc1C	-8	8	0	-2.8	1	-2	95	-1.7	5	9
C=CC[C@H](CC(=O)NCCO)C(=O)N[C@H](COC(=O)[C@@H](CC=C)CC(=O)OC(C)(C)C)Cc1c[nH]c2ccccc12	8	x	-1	-1.1	-4	1	97	-1.3	1	8
Cc1cc([N+](=O)[O-])nn1CCCC(=O)Nc1sc2c(c1C(N)=O)CCCC2	0	27	-4	0.0	-3	3	82	-4.1	1	21
COC(=O)c1ccc(CNC(=O)CCc2c[nH]c3ccccc23)cc1	3	3	-9	2.2	1	1	100	-3.6	-1	19
CC(C)(C)OC(=O)[C@H](Cc1ccccc1)NC(=O)c1nc[nH]c1C(=O)NCc1ccccc1	-1	-3	24	2.5	1	-9	97	1.4	-2	-8
Cc1ccc(-n2nnnc2Sc2nc([N+](=O)[O-])nn2C)c(C)c1	1	-8	5	-0.3	x	6	95	3.8	x	-23
CCc1ccc(CN2CCSCC2)cc1	-6	1	1	-1.0	-1	-3	122	-1.8	-2	9
CCOC(=O)C(C(C)=O)C(c1ccc(OC)cc1)C(C(C)=O)C(=O)OCC (centres undefined)	-6	5	-4	-2.0	-2	6	99	-3.8	-1	16
O=C(NCCc1csc(-c2cccnc2)n1)c1ccc(Br)o1	1	2	4	0.9	3	-10	105	-0.2	-2	1
CCN(CC)CCN1C(=O)C(=O)/C(=C(/O)c2ccc(F)cc2)C1c1ccncc1 (centres undefined)	-8	3	13	-0.1	2	1	103	-0.1	1	1
CCOC(=O)C1Oc2ccccc2C(c2ccoc2)=C1C(=O)OC (centres undefined)	-3	8	1	0.9	x	-1	109	-0.4	3	2
O=C(c1cc(Cl)nc2ccccc12)N1CCN(Cc2ccc3c(c2)OCO3)CC1	6	-25	0	1.8	0	-5	101	-0.5	2	3
COc1ccc(NC(=O)C2CCCN(S(=O)(=O)c3ccc(C)cc3)C2)cc1OC (centres undefined)	0	-7	1	0.2	-4	-3	102	0.6	-2	-3
CCOc1ccc(C2Sc3ccccc3NC3=C2C(=O)OC3)cc1 (centres undefined)	4	2	6	0.3	x	-3	106	1.5	4	-9

Reformatted field by field: two of the compounds above.
COC(=O)c1ccc(CNC(=O)CCc2c[nH]c3ccccc23)cc1
  RTF Ca sens inh: 3
  Arrestin-AP2 inh: 3
  cardiac RTF act: -9
  LANA DNA inh: 2.2
  Wnt bcat act: 1
  Keap1 Nrf2 FP: 1
  DSG3 Ab inh: 100
  MOR-DOR ag: -3.6
  V-ATPase pHluor: -1
  MOR-DOR inv ag: 19

CC(C)(C)OC(=O)[C@H](Cc1ccccc1)NC(=O)c1nc[nH]c1C(=O)NCc1ccccc1
  RTF Ca sens inh: -1
  Arrestin-AP2 inh: -3
  cardiac RTF act: 24
  LANA DNA inh: 2.5
  Wnt bcat act: 1
  Keap1 Nrf2 FP: -9
  DSG3 Ab inh: 97
  MOR-DOR ag: 1.4
  V-ATPase pHluor: -2
  MOR-DOR inv ag: -8

Additional results follow.
Molecule	RTF Ca sens inh	Arrestin-AP2 inh	cardiac RTF act	LANA DNA inh	Wnt bcat act	Keap1 Nrf2 FP	DSG3 Ab inh	MOR-DOR ag	V-ATPase pHluor	MOR-DOR inv ag
Cc1cc(C(=O)Nc2cccnc2)on1	-6	4	1	0.0	1	0	98	0.2	6	-1
CN(C)S(=O)(=O)c1ccc(C(=O)N2CCN(S(=O)(=O)c3ccc4c(c3)OCCO4)CC2)cc1	-14	-4	0	0.4	-1	0	76	-2.6	-1	10
Cc1ccn2c(=O)nc(SCC(=O)N3CCC(C)CC3)nc2c1	-4	-5	-3	2.8	-1	-4	103	-3.5	3	18
Cc1ccc(C(=O)NC(NC(=O)c2ccc(C)cc2)c2cccc([N+](=O)[O-])c2)cc1	-9	-5	3	0.9	0	3	x	-0.6	2	3
O=C(O)CCCn1cc(NC(=O)COc2ccccc2)cn1	-3	25	9	1.0	2	-1	101	-2.0	-1	11
Cc1nnc(SCC(=O)Nc2nonc2C)s1	-7	15	1	-1.6	-2	-1	103	-0.4	0	3
